CF NFkB inh: inhibitors of cystic fibrosis induced NF-kB; inhibition, % at 5 µM; AID 588850; 360,000 compounds, 0.86% hits; KKLEB NF-kB-GFP reporter, PAF-induced, GFP fluorescence overnight;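 active = at least 50% inhibition at 5 µM, scaled per plate between neutral and stimulator controls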;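 note: PAF is a Pseudomonas aeruginosa culture filtrate used as stimulus; plate controls were PAF-stimulated DMSO wells for no effect and unstimulated DMSO wells for full effect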
TWEAK Fn14 block: TWEAK-Fn14 signaling inhibition; inhibition, % at 10 µM; AID 1159606; TWEAK-stimulated Fn14 reporter cells, luciferase luminescence, 8 h; 360,000 compounds, 2% hits; in the data active = inhibition above about 50%
TRAIL sens C8: sensitizes caspase-8 expressing cells to TRAIL. AID 624354. 360,000 compounds, 1% hits. inhibition (viability loss, TRAIL sensitization), % at 10 µM. NB7+C8 cells + TRAIL, ATPlite viability luminescence;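 active = compounds causing at least 50% loss of cell viability in the single-dose screen, relative to plate controls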
NR2E3 ag-1: human photoreceptor-specific nuclear receptor agonism. 360,000 compounds, 0.35% hits. CHO-S Gal4-NCOR/VP16-NR2E3 two-hybrid, luciferase. inhibition of corepressor binding, % at 3.98 µM. Q9Y5X4. AID 602229;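 active = inhibition above the mean of all tested compounds plus 3 SD, cut at about 70% in these data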;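 note: 0% = DMSO with NR2E3 transfected cells and 100% = cells lacking NR2E3 construct; higher means lower luciferase signal from less NR2E3 corepressor binding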
Target sequence (Q9Y5X4 whole entry, looked up, the tested form may be a part): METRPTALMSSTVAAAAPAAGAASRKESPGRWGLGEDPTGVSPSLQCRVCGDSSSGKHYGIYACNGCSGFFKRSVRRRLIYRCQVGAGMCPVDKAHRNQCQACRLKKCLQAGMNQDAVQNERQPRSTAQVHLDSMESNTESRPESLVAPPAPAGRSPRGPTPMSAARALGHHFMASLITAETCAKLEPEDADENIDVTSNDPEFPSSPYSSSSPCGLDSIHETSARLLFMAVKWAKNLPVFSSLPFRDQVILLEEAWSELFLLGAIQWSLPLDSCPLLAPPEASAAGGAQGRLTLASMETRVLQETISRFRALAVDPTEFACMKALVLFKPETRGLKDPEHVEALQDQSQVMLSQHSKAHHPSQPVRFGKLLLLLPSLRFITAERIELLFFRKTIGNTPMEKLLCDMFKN
Peg3 prom inh: inhibitors of Peg3 promoter; HeLa PEG-Prom luciferase reporter, luminescence, overnight; inhibition, % at 20 µM; 360,000 compounds, 1.7% hits; AID 588405;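 active = inhibition of at least 50% at 20 µM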
TROY NFkB inh: TROY signaling inhibition; inhibition, % at 10 µM; Q293 LMP1-TROYcd NF-kB luciferase reporter, 4 h; 360,000 compounds, 0.98% hits;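 active = compounds whose plate-normalised and pattern-corrected inhibition of the luciferase reporter signal at the single screening dose is 50% or more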
KKLEB tox: reduces viability of KKLEB cystic fibrosis airway cells; AID 602141; KKLEB CF airway cells viability, ATPlite luminescence, overnight; hits give low values; cells stimulated with P. aeruginosa culture filtrate; 360,000 compounds, 0.36% hits; activity change (cytotoxicity), % at 5 µM;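 active = corrected activity change at or below -50% at 5 µM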
MITF TRPM1 inh: reduces MITF-dependent TRPM1 promoter luciferase signal. SK-MEL-5 TRPM1 promoter luciferase, 24 h. inhibition, % at 12.5 µM. 330,000 compounds, 0.83% hits;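 active = mean inhibition across replicates of 60% or more, whatever share of single replicates reaches that level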; note: values of inactives mirror those of a sister screen read the other way
Shn3 3UTR inh: Schnurri-3 reporter inhibition in Clone20 osteoblasts | Clone20 osteoblast Shn3 3'UTR firefly luciferase, 24 h | inhibition, % at 12.5 µM | 360,000 compounds, 0.52% hits;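 active = mean inhibition of at least 75% with every replicate also reaching 75%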;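 note: 0% = median of neutral control wells and 100% = pilot-screen positive control compound; some compounds past the cut are filed as inactive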
HIF-2a block: blocks HIF-2a reporter activity | inhibition, % at 18.8 µM | AID 624352 | 786-0 RCC cells HIF-2a reporter, luciferase luminescence, overnight | 360,000 compounds, 0.72% hits;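 active = inhibition of the luminescence signal of 40% or more relative to plate controls, in a single-dose primary screen at 18.75 µM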
NR2E3 ag-2: agonists of human nuclear receptor NR2E3. GST-NR2E3/biotin-RetCOR TR-FRET, 1536-well. 320,000 compounds, 0.12% hits. AID 2300. inhibition of corepressor binding, % at 4.78 µM. Q9Y5X4;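 active = percent inhibition above the cutoff of mean plus 3 SD of all tested compounds, set per screening campaign, cut at about 20% in these data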;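 note: 0% = DMSO wells and 100% = biotin wells as full block of FRET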
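System: GST-tagged NR2E3 plus biotinylated RetCOR corepressor; Amount: 1.35 nM GST-tagged NR2E3 final; Dosing: single nominal compound dose of 4.8 µM; Schedule: 5 h incubation at 4 °C; Technique: TR-FRET with europium anti-GST and streptavidin-D2, 340 nm excitation; Controls: biotin wells as high control, 0.6% DMSO wells as low control.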
Active calls of the source: *; / = not tested or not shown. The list is partial; count on the stated rates, not on these rows.

The opening two entries (preview)
SMILES | CF NFkB inh | TWEAK Fn14 block | TRAIL sens C8 | NR2E3 ag-1 | Peg3 prom inh | TROY NFkB inh | KKLEB tox | MITF TRPM1 inh | Shn3 3UTR inh | HIF-2a block | NR2E3 ag-2
CCOC(=O)C1=C(CN2CCc3ccccc32)NC(=O)NC1c1cccc([N+](=O)[O-])c1 (configuration not stated) | 12.2 | 0.0 | 3.0 | 15.6 | 43.4 | 11.5 | -6.3 | 2.6 | 13.2 | -1.6 | -0.8
CC(C)Cc1ccc(C(C)CC2=CCC(CN(C)C)C2=O)cc1 (configuration not stated) | -8.6 | 14.6 | 90.6* | -24.5 | 100.5* | 0.5 | 1.7 | 42.3 | 2.5 | -9.1 | /

The listing, repeating the preview:
SMILES | CF NFkB inh | TWEAK Fn14 block | TRAIL sens C8 | NR2E3 ag-1 | Peg3 prom inh | TROY NFkB inh | KKLEB tox | MITF TRPM1 inh | Shn3 3UTR inh | HIF-2a block | NR2E3 ag-2
CCOC(=O)C1=C(CN2CCc3ccccc32)NC(=O)NC1c1cccc([N+](=O)[O-])c1 (configuration not stated) | 12.2 | 0.0 | 3.0 | 15.6 | 43.4 | 11.5 | -6.3 | 2.6 | 13.2 | -1.6 | -0.8
CC(C)Cc1ccc(C(C)CC2=CCC(CN(C)C)C2=O)cc1 (configuration not stated) | -8.6 | 14.6 | 90.6* | -24.5 | 100.5* | 0.5 | 1.7 | 42.3 | 2.5 | -9.1 | /
NC(=S)N/N=C/c1ccc(-c2ccc([N+](=O)[O-])cc2)o1 | -31.6 | -7.5 | -4.2 | -9.4 | -31.3 | -0.8 | 6.2 | -13.9 | -10.5 | -90.0 | -3.4
CC(C)(C)c1ccc(C(=O)NCCN2CCCC2)cc1 | 13.0 | -2.4 | -0.2 | -7.6 | 9.5 | -4.4 | -2.6 | 0.6 | 4.3 | 7.5 | -0.4
O=c1ccc2cc(S(=O)(=O)N3CCOCC3)ccc2o1 | 4.3 | -2.2 | 5.2 | 5.3 | 10.2 | -2.6 | 3.6 | 11.8 | -12.9 | 7.2 | 1.5
Cc1ccccc1NC(=O)N1CCCC(c2nc(-c3ccc(F)cc3)no2)C1 (configuration not stated) | 1.2 | -4.4 | -2.2 | -35.7 | -22.1 | 2.1 | 9.0 | -11.9 | 14.0 | -14.0 | -1.2
COc1ccc(NS(=O)(=O)c2csc(C(=O)Nc3ccccc3)c2)cc1 | -20.3 | -8.2 | 4.3 | 16.6 | 14.7 | 11.3 | 3.5 | 5.6 | 15.4 | 29.9 | -2.1
CCCc1nn(C)c2c1C(c1cccnc1)C(C#N)=C(N)O2 (configuration not stated) | -6.3 | 5.5 | 0.5 | 1.1 | 5.4 | 20.8 | 8.3 | -6.5 | -27.3 | -7.0 | 10.7
O=C(O)c1ccc(S(=O)(=O)N2CCC(c3nc(-c4ccccc4Cl)no3)CC2)cc1 | 3.8 | -15.4 | 3.9 | -14.9 | 8.9 | 9.5 | 7.1 | 6.1 | 4.1 | -14.8 | 3.9
COc1ccc(N(CC(=O)N2CCCCCC2)S(=O)(=O)c2ccccc2)cc1 | -10.4 | 1.5 | -1.9 | -23.7 | 9.5 | -10.5 | 3.3 | 2.5 | -41.4 | -0.9 | 3.1
CC(=O)Nc1ccc(NC(=O)COc2ccc(Br)cc2C)cc1 | 15.5 | -1.4 | -4.6 | -7.7 | -29.1 | -9.4 | -2.5 | -1.2 | 0.1 | -34.4 | 3.8
CSc1ccc(CN2CCN(C(=O)c3ccncc3)CC2)cc1 | 6.1 | 0.7 | 9.5 | 19.8 | 16.3 | 22.0 | -14.2 | 5.6 | 11.4 | -5.3 | 3.6
COc1cccc(NC(=O)c2nc3ncccn3n2)c1 | -6.0 | 4.4 | -2.8 | -7.2 | -18.9 | / | 3.3 | -13.5 | -6.9 | -26.6 | -3.4
CCOC(=O)C1=C(COC(=O)c2cc(S(=O)(=O)N(C)C)ccc2C)NC(=O)NC1C (configuration not stated) | -0.1 | 1.6 | -14.0 | 27.2 | 3.2 | 12.6 | 0.9 | -0.9 | 4.0 | 15.9 | 10.4
CC(C)C[C@H](NC(=O)OC(C)(C)C)c1nnc(SCc2ccccc2)o1 | -4.1 | 9.8 | -9.8 | -1.3 | 15.0 | 11.8 | 15.7 | -1.8 | 4.3 | 15.7 | -0.6
COc1ccc(S(=O)(=O)Nc2cc3c4c(c2)CCN4C(=O)CC3)cc1 | -19.6 | -13.7 | -1.3 | 28.3 | -31.7 | 9.7 | 10.4 | -7.6 | 27.2 | -15.7 | -0.5
CC(=O)n1cc(/C=N/NC(=O)c2sc(C)nc2C)c2ccccc21 | 24.2 | 14.3 | 13.2 | -13.7 | -20.7 | 5.5 | -29.0 | -21.0 | -17.5 | -36.0 | -3.4
O=C(c1ccc(COc2ccc(Cl)cc2Cl)o1)N1CCCC1 | -9.1 | -48.4 | -0.5 | -50.7 | -139.7 | -27.2 | -15.4 | -20.9 | -33.0 | -199.2 | /
C/C(=N\NS(=O)(=O)c1ccc(C(C)(C)C)cc1)c1ccccc1 | -12.3 | -7.2 | -9.6 | 4.8 | -8.4 | -3.2 | -4.4 | 12.0 | 14.8 | -2.5 | 4.3
CC1=C(C(=O)OCC2CCCO2)C(c2ccsc2)C2=C(CC(C)(C)CC2=O)N1 (configuration not stated) | -4.1 | 21.7 | 6.2 | 8.9 | 16.3 | 7.3 | -3.5 | -10.1 | -16.6 | 22.6 | -0.4
COc1ccc([C@H]2CC(=O)C=C(c3ccc4ncccc4c3)C2)cc1 | 24.5 | -13.6 | 1.5 | -9.5 | -65.6 | 0.7 | -19.0 | 5.1 | -14.5 | -122.5 | -0.8
COc1cccc(NC(=S)N2CCC(NC(=O)c3ccco3)CC2)c1 | 8.2 | 1.3 | -6.9 | 10.0 | 0.3 | -11.3 | -0.4 | 2.4 | 8.6 | 7.1 | -1.0
CC(C)(C)NCc1cc(Cl)ccc1OCc1ccccc1F | 24.8 | 1.8 | -3.1 | -3.4 | 7.3 | -27.9 | -9.2 | -14.4 | 2.1 | -2.0 | 6.1
CCOc1ccc(S(=O)(=O)N2CCC(C(=O)N3CCCCCC3)CC2)cc1C | 17.3 | 3.5 | 16.3 | 10.4 | 20.8 | 20.5 | -8.0 | 24.6 | 26.6 | 3.1 | -1.5
COc1ccc(NC(=O)C(=O)Nc2cccc3cccnc23)cc1OC | 0.0 | 104.8* | 16.9 | -24.8 | -60.0 | -22.5 | -1.3 | -35.8 | 10.7 | -113.6 | 0.0
O=C(CN1C(=O)C2CCCCC2C1=O)Nc1ccc(S(=O)(=O)Nc2ncccn2)cc1 (configuration not stated) | 3.0 | 3.9 | -1.2 | -23.9 | 4.1 | 5.0 | -1.4 | 14.1 | -12.0 | 25.6 | -0.1
CC(C)(C)c1ccc(-c2nnc(N)s2)cc1 | 0.3 | -22.8 | 70.6* | -148.9 | -260.1 | -21.4 | -10.9 | -60.9 | -77.2 | -215.3 | -0.8
COc1cc2c(cc1NC(=O)c1cc(-c3cccnc3)nc3ccc(C)cc13)oc1ccccc12 | 8.8 | -4.3 | -2.0 | -9.3 | 63.3* | 17.0 | -20.7 | -12.8 | -7.8 | -30.0 | 1.0
COc1ccccc1C(=O)NCCC(=O)N1CCN(c2ccc(C(F)(F)F)cn2)CC1 | 15.8 | 3.8 | -24.2 | 1.9 | 9.8 | 0.1 | -17.1 | -8.9 | 16.3 | -5.1 | /
COC(=O)c1cccc(C(=O)Nc2ccc(C)cc2)n1 | -16.7 | 41.8 | 18.1 | -44.2 | -66.1 | -44.0 | -0.8 | -5.4 | -7.4 | -60.4 | -1.6
Cn1nc(SCc2ccccc2)c(=O)[nH]c1=O | 10.2 | -1.0 | 13.8 | -0.8 | -13.7 | -1.8 | -7.9 | / | -22.7 | 6.6 | /
CC1CCN(C(=O)CSc2nc(C(C)C)nc3c2c(=O)n(C)c(=O)n3C)CC1 | 17.6 | 16.9 | 24.9 | 8.2 | 25.2 | 6.0 | 10.7 | 7.4 | 17.7 | 14.9 | 4.2
O=C(CN(CC1CCCO1)C(=O)CNS(=O)(=O)c1ccc(Cl)cc1)NCc1ccc(F)cc1 (configuration not stated) | 8.6 | 14.3 | 1.5 | -14.2 | 9.2 | -8.1 | -6.2 | 10.0 | 0.1 | 10.6 | -4.7
COc1ccccc1-c1cnnc(N/N=C/c2ccc(-c3cccc(Br)c3)o2)n1 | -23.9 | 47.0 | 24.9 | -12.6 | -0.6 | 10.3 | 11.9 | -16.0 | 18.5 | 1.1 | -0.5
CCN(CC(=O)Nc1ccccc1C(F)(F)F)C(=O)c1cc(-c2cccs2)nn1-c1ccccc1 | 1.6 | 16.8 | 11.0 | 15.3 | 23.1 | 4.1 | 7.3 | 6.2 | 3.4 | 16.6 | -0.9
FC(F)(F)c1cccc(CN2CCSCC2)c1 | -11.5 | -5.9 | 19.1 | 4.9 | 3.2 | 1.9 | 6.7 | -5.5 | 2.7 | 6.7 | 2.1
COc1ccc(S(=O)(=O)N2CCC(C(=O)N[C@H](C(=O)NC3CCCC3)C(C)C)CC2)cc1 | 14.1 | -4.2 | 1.2 | -14.5 | 12.0 | 3.1 | -9.8 | -6.4 | 2.8 | 7.3 | 1.7
CC(CCc1ccccc1)NC(=O)C(=O)Nc1ccccc1 (configuration not stated) | -10.5 | -24.6 | 5.2 | -28.3 | -85.4 | -59.0 | -2.1 | -16.1 | -13.3 | -88.4 | -1.0
CCCOc1ccc(C(=O)C(c2ccccc2)N2CCOCC2)cc1 (configuration not stated) | 18.6 | -11.4 | -11.4 | -2.7 | 8.4 | -7.0 | -13.8 | -1.9 | -9.5 | 1.9 | 2.9
Cc1cc(C)nc(N2CCCC(C(=O)NC(C)C)C2)n1 (configuration not stated) | 8.6 | 4.7 | -1.3 | 1.4 | -1.9 | 4.8 | 12.5 | 13.0 | 8.1 | 1.2 | 1.0
Cc1c(NS(=O)(=O)c2ccc(NC3CCCC3)c([N+](=O)[O-])c2)c(=O)n(-c2ccccc2)n1C | -1.2 | 1.4 | -8.0 | 14.2 | 15.6 | 1.9 | 3.7 | -15.1 | -4.6 | 23.1 | -0.7
Cc1sc2ncnc(N3CCCCC3)c2c1C | 31.1 | -0.8 | 19.4 | -12.3 | 18.0 | 15.1 | -30.0 | -8.5 | 33.8 | 4.1 | 0.5
Cc1ccc(S(=O)(=O)Nc2ccc3cn[nH]c3c2)cc1C | 35.6 | -1.1 | -10.6 | 10.3 | 35.0 | -5.4 | -17.1 | / | 10.2 | 25.7 | /
CCn1c(C)c(P(=O)(N2CCOCC2)N2CCOCC2)c2ccccc21 | 9.0 | 3.6 | 17.4 | -22.3 | 8.6 | 5.4 | 17.2 | -5.1 | -14.4 | 12.0 | 4.2
O=c1[nH]c(/C=C/c2cccc([N+](=O)[O-])c2)c([N+](=O)[O-])c(=O)[nH]1 | 5.3 | 5.9 | -5.0 | 7.3 | 3.9 | 0.8 | 6.7 | 7.8 | 9.7 | 25.8 | 3.5

High-throughput results: PubChem, several laboratories
